# Assay outcomes: PubChem, several laboratories
# VLA-4 inh = inhibition in a human VLA-4 binding assay; hit rate 0.2% among 330,000; inhibition, % (about 7 µM as worked out from the volumes in the protocol); VLA-4 expressing cells, ligand binding flow cytometry; P13612; in the data active = inhibition above about 50%
# Target sequence (P13612 whole entry, looked up): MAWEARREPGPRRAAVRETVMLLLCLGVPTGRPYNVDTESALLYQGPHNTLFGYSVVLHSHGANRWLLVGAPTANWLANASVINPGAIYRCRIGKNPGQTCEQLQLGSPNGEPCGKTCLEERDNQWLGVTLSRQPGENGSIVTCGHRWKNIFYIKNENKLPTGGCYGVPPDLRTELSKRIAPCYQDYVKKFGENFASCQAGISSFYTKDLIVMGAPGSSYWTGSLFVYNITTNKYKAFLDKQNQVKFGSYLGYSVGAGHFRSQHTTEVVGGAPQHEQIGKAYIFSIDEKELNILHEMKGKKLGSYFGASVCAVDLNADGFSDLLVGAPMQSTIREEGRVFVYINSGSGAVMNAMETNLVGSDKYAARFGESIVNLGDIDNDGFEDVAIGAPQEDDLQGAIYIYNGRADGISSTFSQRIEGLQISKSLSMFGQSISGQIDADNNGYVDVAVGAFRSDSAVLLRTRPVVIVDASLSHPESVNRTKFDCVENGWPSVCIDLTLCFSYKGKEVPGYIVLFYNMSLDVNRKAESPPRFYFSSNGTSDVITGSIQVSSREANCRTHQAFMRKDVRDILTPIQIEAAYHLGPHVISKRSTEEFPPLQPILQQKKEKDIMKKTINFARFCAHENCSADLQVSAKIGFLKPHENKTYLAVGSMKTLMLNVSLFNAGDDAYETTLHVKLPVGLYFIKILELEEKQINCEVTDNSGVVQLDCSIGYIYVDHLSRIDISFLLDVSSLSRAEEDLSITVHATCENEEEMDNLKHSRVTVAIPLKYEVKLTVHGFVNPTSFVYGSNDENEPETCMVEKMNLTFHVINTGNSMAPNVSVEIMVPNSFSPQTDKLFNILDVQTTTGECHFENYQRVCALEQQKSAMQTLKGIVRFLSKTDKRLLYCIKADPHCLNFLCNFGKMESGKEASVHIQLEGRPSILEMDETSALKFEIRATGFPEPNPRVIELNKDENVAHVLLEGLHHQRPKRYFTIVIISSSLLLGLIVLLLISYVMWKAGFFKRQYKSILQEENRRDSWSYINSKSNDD
# GRK2 aptamer HTS = blocks RNA aptamer binding to human GRK2 | hit rate 0.59% among 330,000 | P25098 | bead flow cytometry, FAM-aptamer displacement from GRK2 | AID 488847 | inhibition of aptamer binding, % at 10 µM;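 active = inhibition of aptamer binding above 40%, roughly 3 SD of noise, on plates passing a quality check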;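 note: median bead fluorescence of bound FAM aptamer so fluorescent compounds give negative values; no value below 0 was filed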
# JMJD2C inh = inhibitors of human GASC-1 (JMJD2C) demethylase. Q9H3R0. GST-JMJD2C(1-420) H3K9me3 demethylation, DELFIA europium. AID 2099. inhibition, % at 2.35 µM. hit rate 0.069% among 330,000;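 active = more than half of a compound's replicate wells show inhibition beyond 50%, single wells judged on their own value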;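 note: signal counts dimethyl H3K9 product captured on neutravidin plate; 0% = median of DMSO wells and 100% = 0.3 times that DMSO median; strong numbers were not always called active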
# * marks the source's active call; other numbers are inactive results; x = not tested or not shown. Only part of the results is shown; count on the stated rates, not on these rows.
VLA-4 inh | compound | GRK2 aptamer HTS | JMJD2C inh
x | COC(=O)c1cc(COC(=O)c2ccc(OC)c(S(=O)(=O)N3CCCC3)c2)oc1C | x | -6
x | CCOc1ccccc1Nc1nc2ccc(C)cc2n2cnnc12 | x | -5
x | Cc1nnc(NC(=O)CS(=O)(=O)Cc2ccccc2)s1 | x | -18
x | Oc1ccc(NC(=S)N=Nc2c(O)[nH]c3ccc(Br)cc23)cc1 | x | -13
x | COc1ccc2cc(C(=O)NC3CCCCC3)c(=O)oc2c1 | x | 0
x | CCCN(CCC)CCNC(=O)c1cn(C)c(=O)c2c1c1ccccc1n2C | x | -3
x | COCCCNC(=S)NNC(=O)C1CC1c1ccc(C(C)(C)C)cc1 (centres undefined) | x | -22
x | O=C(NCCc1cccc(F)c1)C1CCC(=O)N(C2CCCCCC2)C1 (centres undefined) | x | -11
x | COc1ccc(C(=O)C2CCCN(C(=O)c3ccc(C(C)=O)s3)C2)c(C)c1 (centres undefined) | x | -8
x | CCc1nc(CNC(=O)C2CCC(=O)N(Cc3ccccc3F)C2)no1 (centres undefined) | x | -5
x | O=[N+]([O-])c1cc(CSC2=NCCN2)ccc1O | x | -3
x | Cc1ccc2nc3sc(C(=O)Nc4ccc(N5CCOCC5)cc4)c(N)c3cc2c1 | x | 19
x | Cc1cc(C(=O)N2CCCC(C(=O)c3ccc(Oc4ccccc4)cc3)C2)n[nH]1 (centres undefined) | x | -6
x | COc1ccc(C2/C=C\CN(S(=O)(=O)c3ccc(-c4ccccc4)cc3)CC(=O)N2Cc2ccc(F)cc2)cc1 (centres undefined) | x | -7
x | CNC(=O)c1c(NC(=O)c2ccc3ncsc3c2)sc(C)c1C | x | -4
x | CC(=O)Nc1ccc(Nc2ncnc3c2nnn3Cc2ccccc2Cl)cc1 | x | 1
x | O=C(NCc1cccc(C(F)(F)F)c1)c1ccc2c(c1)OCO2 | x | 3
x | Cc1c(N=Nc2ccc(N(C)C)cc2)c(=O)n(-c2ccccc2)n1C | x | -21
x | CCN1/C(=C/c2sc(-c3ccccc3C)c[n+]2C)Sc2ccccc21 | x | 5
x | Cc1ccc(C(=O)N2CC(=O)Nc3ccc(C)cc3C2c2ccccc2)cc1 (centres undefined) | x | 8
x | Cc1cccc(NS(=O)(=O)c2cc(NC(=O)CC(=O)c3ccc([N+](=O)[O-])cc3)ccc2C)c1 | x | 12
x | CCS(=O)(=O)N1CCC2(CC1)OCCN2S(=O)(=O)c1ccc(OC)cc1 | x | 8
x | CCC(C)(C)c1ccc(Oc2ccc(N)cc2)cc1 | x | 23
x | CCOC(=O)C1=c2/c(=C/c3ccccc3OC)c(N)c(C#N)n2C(=O)C(c2ccccc2OC)S1 (centres undefined) | x | -6
x | CC(=O)Nc1ccc(-c2nnc(SCC(=O)n3c4c(c5ccccc53)CCCC4)n2C)cc1 | x | -4
x | O=C(Nc1ccccc1C(=O)N1CCOCC1)c1cccc(S(=O)(=O)N2CCCC2)c1 | x | 30
x | COC(C[C@@H](O)CC(=O)[C@H](C)OCc1ccccc1)OC | x | 19
x | CCn1cc(CNCc2cn(C)nc2-c2ccc(C3CCCCC3)cc2)cn1 | x | -2
x | O=[N+]([O-])c1cccc(S(=O)(=O)Nc2cccc(-c3ccc(N4CCCC4)nn3)c2)c1 | x | 4
x | COc1ccc(NC(=O)CN2CCC3(O)CCCCC3C2c2ccccc2OC)cc1 (centres undefined) | x | 15
x | COc1ccc(C(=O)N2CC(=O)Nc3ccc(C)cc3C2c2ccccc2)cc1 (centres undefined) | x | -1
x | CCOc1ccc(C(=O)Nc2cccc(NC(=O)c3cccs3)c2)cc1[N+](=O)[O-] | x | -1
x | CCn1cc([N+](=O)[O-])c(C(=O)N2CCCc3ccccc32)n1 | x | 5
x | C=CCNc1nc2c(c(=O)[nH]c(=O)n2C)n1CC(O)COc1ccc2ccccc2c1 (centres undefined) | x | -25
x | CN=c1scc(-c2ccccc2F)n1/N=C/c1ccc(O)c(O)c1O | x | 8
-3 | CN(C)c1ccc(-c2nnc(-c3cccnc3)o2)cc1 | 0 | x
-2 | CNc1nc(C)c([N+](=O)[O-])c(Nc2ccc(OC)cc2)n1 | 0 | 2
-5 | O=C(CCc1ccccc1)NNC(=O)COc1ccc(Cl)cc1 | 2 | 1
2 | CCCCCC(=O)Nc1ccc(S(=O)(=O)Nc2cc(OC)nc(OC)n2)cc1 | 0 | 4
-2 | CC1CCCCN1S(=O)(=O)Cc1ccccc1Cl (centres undefined) | 0 | -4
5 | [O-][n+]1c(/C=C/c2ccccc2)ccc2ccccc21 | 0 | 1
-6 | CCOC(=O)COc1cc(OCC(=O)OCC)c2c3c(c(=O)oc2c1)CCCC3 | 1 | 3
-3 | Cc1ccc(C)c(NC(=O)NCCN2CCCCC2)c1 | 0 | 31
23 | CCN(C(=O)c1ccc(NC(=O)Cc2ccccc2)cc1)c1ccccc1 | 3 | 5
24 | O=c1ccc2cc3c(-c4ccccc4)coc3cc2o1 | 0 | 2
0 | NC(=O)CC(c1ccccc1)c1ccc2c(c1)OCO2 (centres undefined) | 0 | 16
0 | Cc1cc(C(=O)O)ccc1-c1ccc(/C=C2\SC(=O)N(CC(=O)Nc3ccc4c(c3)OCO4)C2=O)o1 | 21 | 1
5 | O=C(COc1ccc(Br)cc1)Nc1ccc2oc(=O)ccc2c1 | 1 | 1
3 | N#Cc1ccc(NC(=O)Nc2cccc(C#N)c2)cc1 | 0 | 1
8 | CCCCCC(O)(c1ccccc1)C(CN1CCOCC1)c1ccccc1 (centres undefined) | 0 | 0

# Remaining list, next part:
VLA-4 inh | compound | GRK2 aptamer HTS | JMJD2C inh
0 | COc1ccc(CCN(C)CC(O)COC(c2ccc(F)cc2)c2ccc(F)cc2)cc1OC (centres undefined) | 0 | -13
6 | OC(CNC1CCCC1)COc1ccc(F)cc1 (centres undefined) | 3 | -2
4 | O=C(CCc1ccc(O)c(O)c1)N/N=C/c1cc2c(cc1[N+](=O)[O-])OCO2 | 2 | -6
3 | COc1ccc(NC(=S)NC(=O)/C=C/c2ccc(F)cc2)cc1 | 0 | 4
7 | Cc1cccc(NS(=O)(=O)c2ccc3[nH]c(=O)[nH]c3c2)c1C | 0 | 4
-3 | COc1ccc(CCNC(=O)C(=O)c2c[nH]c3ccccc23)cc1OC | 0 | 6
17 | COc1ccc(NC(=O)CN(C)C(=O)CCC2CCCC2)cc1 | 0 | -2
6 | CCOC(=O)c1ccc(C(=O)NNC(=O)C2C3C=CC(C3)C2C(=O)O)cc1 (centres undefined) | 1 | 5
-10 | CC(=O)Nc1ccc(OCC(O)Cn2cccn2)cc1 (centres undefined) | 0 | 4
3 | O=C(NCC1CC1)Nc1cccc(C(F)(F)F)c1 | 2 | 1
-1 | CS(=O)(=O)N(CC(=O)Nc1cccc(Br)c1)Cc1ccccc1 | 0 | 3
0 | COc1cc2c(cc1OC)C(c1ccc(OC)c(OC)c1OC)CC(=O)N2 (centres undefined) | 5 | 0
0 | Cc1nc(N)sc1-c1csc(Nc2ccc(S(N)(=O)=O)cc2)n1 | 1 | -12
-8 | Cc1cccc(C)c1NC(=O)[C@@]1(CC(=O)O)CC(/C=C/c2ccccc2)=NO1 | 0 | 3
-5 | Cc1ccc(NC(=S)NC(=O)Cc2ccccc2)c(O)c1 | 0 | 5
-6 | O=S(=O)(c1ccccc1C(F)(F)F)N1CCN(CC(O)COc2ccccc2F)CC1 (centres undefined) | 2 | 4
5 | O=C(NNC(=O)C1CC1)c1ccccc1[N+](=O)[O-] | 1 | 10
1 | COc1ccc(NC(=O)C(CC(=O)O)Cc2ccc(Br)cc2)cc1 (centres undefined) | 2 | -6
10 | CC(=O)Oc1cccc(C(=O)Nc2ccc3c(c2)C(=O)N(CC2CCCO2)C3=O)c1 (centres undefined) | 0 | 7
-1 | O=C1CCC(C(=O)N2CCCCO2)CN1Cc1cccc(C(F)(F)F)c1 (centres undefined) | 1 | 16
9 | CCCc1cc(N2CCOCC2)n2ncc(-c3ccccc3)c2n1 | 0 | -2
-10 | COCC(=O)N/N=C\c1ccc(OC/C=C/c2ccccc2)c(OC)c1 | 1 | -2
3 | NC(=O)c1ccc(C(=O)N/N=C/c2cccc(Oc3ccccc3)c2)cc1 | 0 | -2
4 | O=C(NNS(=O)(=O)c1ccc(F)cc1)c1cc(Cl)ccc1O | 3 | 7
-5 | CCc1ccc(C(C)NC(=O)C2CCCO2)cc1 (centres undefined) | 1 | 28

# Compounds from the list above that have a furan ring, fused or not (3):
VLA-4 inh | compound | GRK2 aptamer HTS | JMJD2C inh
x | COC(=O)c1cc(COC(=O)c2ccc(OC)c(S(=O)(=O)N3CCCC3)c2)oc1C | x | -6
24 | O=c1ccc2cc3c(-c4ccccc4)coc3cc2o1 | 0 | 2
0 | Cc1cc(C(=O)O)ccc1-c1ccc(/C=C2\SC(=O)N(CC(=O)Nc3ccc4c(c3)OCO4)C2=O)o1 | 21 | 1

# (next part)
VLA-4 inh | compound | GRK2 aptamer HTS | JMJD2C inh
8 | C[C@@H]1NC(=O)N(c2ccc(F)cc2)C1=O | 5 | 7
8 | COC(=O)N/N=C\c1ccccc1OC/C=C/c1ccccc1 | 0 | -5
5 | O=C(CCCc1c[nH]c2ccccc12)Nc1ncccc1O | 2 | -6
2 | COc1cc(NC(=O)CCN2CCOCC2)cc(OC)c1 | 0 | 2
0 | COC(=O)N/N=C\c1ccc(OC/C=C/c2ccccc2)cc1 | 0 | 2
-41 | Cc1cc(C)c(C#N)c(SCCN2CCCCC2)n1 | 2 | 5
5 | CCOc1ccc(S(=O)(=O)N(CC(=O)NN=C2CCN(C)CC2)c2ccc(C)cc2)cc1 | 0 | -6
14 | Nn1cnnc1N/N=C/c1ccc(Cl)cc1Cl | 2 | -3
5 | CSc1ncc(Cl)c(C(=O)NCc2cccnc2)n1 | 4 | -3
1 | O=C(CCC(=O)c1ccccc1)Nc1ccc(C(=O)O)cc1 | 1 | -12
-1 | O=C(c1ccc(Cl)cc1)N1CCN(CCc2ccccn2)CC1 | 0 | 3
-7 | COC(=O)Cn1cc(S(=O)(=O)NCc2ccc(C)cc2)c2cc([N+](=O)[O-])ccc21 | 4 | 2
-8 | COc1ccccc1/C=C/C(=O)c1ccccc1 | 1 | -3
12 | COc1ccc(CO[C@@H]2O[C@H](CO)[C@@H](O)[C@H](O)[C@H]2NC(C)=O)cc1OC | 1 | -6
-4 | Cc1nc(Nc2cccc(O)c2)c2oc3ccccc3c2n1 | 1 | 5
23 | CCCCCCNC(=O)CCc1nc2cccnc2n1Cc1ccc(OC)cc1 | 1 | -2
-8 | CCCCc1c(C)nc2nc(SCc3ccc(Cl)cc3)[nH]n2c1=O | 0 | -5
5 | O=C(O)CCC(=O)N1N=C(c2ccccc2)CC1c1ccc2c(c1)OCO2 (centres undefined) | 2 | 2
21 | Cc1ccc(NC(=O)CN2C(=O)S/C(=C\c3ccccn3)C2=O)cc1C | 2 | 12
-34 | COc1cc([N+](=O)[O-])ccc1-c1ccc(/C=N\n2cnnc2)o1 | 0 | 0
9 | Cc1ccc(C)c(CSCc2nc3ccccc3[nH]2)c1 | 0 | 0
-30 | COC(=O)[C@@H]1Cc2c([nH]c3ccccc23)C2CCC(=O)N21 (some centres undefined) | 3 | 1
6 | COc1cc2c(cc1OC)C(c1cccc(Cl)c1Cl)CC(=O)N2 (centres undefined) | 3 | 5
19 | CCCCn1c(N)c(N(Cc2ccccc2OC)C(=O)CCSC)c(=O)[nH]c1=O | 4 | -4
-16 | O=C(Cc1ccc(F)cc1)N1CCN(c2ccc([N+](=O)[O-])cc2)CC1 | 0 | 0

# Fetched by compound from above, seven records:
VLA-4 inh | compound | GRK2 aptamer HTS | JMJD2C inh
6 | COc1cc2c(cc1OC)C(c1cccc(Cl)c1Cl)CC(=O)N2 (centres undefined) | 3 | 5
8 | COC(=O)N/N=C\c1ccccc1OC/C=C/c1ccccc1 | 0 | -5
-4 | Cc1nc(Nc2cccc(O)c2)c2oc3ccccc3c2n1 | 1 | 5
12 | COc1ccc(CO[C@@H]2O[C@H](CO)[C@@H](O)[C@H](O)[C@H]2NC(C)=O)cc1OC | 1 | -6
-30 | COC(=O)[C@@H]1Cc2c([nH]c3ccccc23)C2CCC(=O)N21 (some centres undefined) | 3 | 1
-1 | O=C(c1ccc(Cl)cc1)N1CCN(CCc2ccccn2)CC1 | 0 | 3
14 | Nn1cnnc1N/N=C/c1ccc(Cl)cc1Cl | 2 | -3

# Continuation:
VLA-4 inh | compound | GRK2 aptamer HTS | JMJD2C inh
2 | COc1ccc(/C=C2\SC(=S)N(NS(=O)(=O)c3ccccc3)C2=O)c(OC)c1 | 0 | -3
8 | COc1ccc(CNC(=O)c2c(O)c3cc(OC)c(OC)cc3[nH]c2=O)cc1OC | 0 | 22
23 | CC(=O)c1ccc(NC(=O)Nc2ccc(S(=O)(=O)N3CCCC3)cc2)cc1 | 0 | 4
-1 | COc1cccc(N2CCN(C(=O)c3cc(-c4ccc(F)cc4)[nH]c3C)CC2)c1 | 0 | 3
8 | CCOc1c(Br)cc(/C=C2\N=C(C)OC2=O)cc1Br | 2 | 2
-1 | COc1ccc(-c2noc(=O)n2Cc2ccc(C#N)cc2)cc1 | 4 | -4
6 | Cc1ccc(SCC(=O)OCC(=O)NC2(C#N)CCCCC2)cc1 | 3 | -5
-4 | O=C(Cc1c(Cl)cccc1Cl)Nc1ccncc1 | 0 | 1
-1 | COc1ccc(NC(=O)CC(C(=O)O)C(C)c2ccccc2)cc1 (centres undefined) | 0 | 5
17 | Cc1ccc(NC2CCCN(C(=O)c3cc(C(C)C)[nH]n3)C2)cc1C (centres undefined) | 1 | 1
7 | NC(=O)Cn1cc(/C=N/NC(=O)c2ccc(Cn3cc(Cl)cn3)o2)c(-c2ccccc2)n1 | 0 | 8
